Compound activity: PubChem, National Center for Advancing Translational Sciences (NCATS)
LDHA inh: blocks human lactate dehydrogenase A; 0.15% of 480,000 active; AID 1347041; activity change, % (values are at about 110 or 230 µM); purified LDHA, NADH/diaphorase-resazurin fluorescence; hits give low values; in the data active = activity change below about -30%; inconclusive = mostly about -25% to -30%;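 note: plate controls were DMSO wells for no effect and wells without enzyme for full effect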
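Enzyme activity of human lactate dehydrogenase 5 (2 nM; 0.06 mM NADH, 0.2 mM pyruvate, 5 min, RT) is measured via a resazurin/diaphorase fluorescence readout of residual NADH.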
Vif-APOBEC3G blk: Vif-A3G binding inhibition; Q9HC16; HeLa A3G-eYFP + Vif (tagged APOBEC3G with the HIV-1 protein that degrades it), YFP fluorescence, overnight; Potency, µM (highest dose often 46.1 µM), inactives show at the top dose activity, negative = active, usual class: inhibitors; 0.076% of 410,000 active;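 note: potency is the fitted concentration of half-maximal effect; % is set by controls: 0 for no effect and ±100 for the full control effect; nearly all actives have a fitted effect of over 60% in size; hits raise eYFP signal because A3G escapes Vif-driven loss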
Target sequence (Q9HC16 whole entry, looked up): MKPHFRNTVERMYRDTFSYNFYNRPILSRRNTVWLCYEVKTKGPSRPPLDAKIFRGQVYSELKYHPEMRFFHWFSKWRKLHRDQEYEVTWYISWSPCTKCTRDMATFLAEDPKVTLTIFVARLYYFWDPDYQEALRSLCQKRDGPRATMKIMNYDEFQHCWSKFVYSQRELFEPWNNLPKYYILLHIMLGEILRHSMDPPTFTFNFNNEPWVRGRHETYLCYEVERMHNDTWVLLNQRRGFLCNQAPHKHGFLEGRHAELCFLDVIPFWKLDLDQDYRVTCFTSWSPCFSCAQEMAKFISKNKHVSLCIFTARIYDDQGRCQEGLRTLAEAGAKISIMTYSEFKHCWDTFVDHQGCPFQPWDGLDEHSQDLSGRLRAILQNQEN
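HeLa cells stably expressing Vif and C-terminally eYFP-tagged A3G, seeded overnight at 37 deg C, then exposed to compound by pintool overnight at 37 deg C. Rise in yellow fluorescence (Ex 488/Em 500-530, Acumen) marks blocked Vif-driven A3G degradation.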
GRP78 ERSR act: ER stress response induction in glioma. U87-MG GRP78 promoter luciferase reporter, 16 h. Potency, µM, without a hit: at the highest dose activation, actives largely listed as activators. 0.02% of 420,000 active. AID 602332; note: potency is the fitted concentration of half-maximal effect; series mostly up to about 76 µM; % of control where 0% means no effect; nearly all actives have a fitted effect of over 35% in size
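Stably transfected U87-MG glioma cells carrying a GRP78-based luciferase sensor; 16 h compound incubation. Luminescence end-point read 10 min after Bright-Glo addition at room temperature.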
D2 agonist: D2 dopamine receptor (human) agonism; activation, % at 2 µM; 0.53% of 340,000 active; HEK293 T-REx D2 cells, calcium flux agonist mode; P14416; AID 485358;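 active = activation over 3 SD above normal in the single-dose calcium agonist read, cut at about 30% in these data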; note: 0% is about no effect
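HEK293 Trex D2 cells, tetracycline-induced, o/n 30 C 5% CO2; no-wash Ca dye, RT 30–90 min; 10-cycle baseline, 23 nl cpd added, kinetic Ca read 180 s; agonist hits = positive Ca response.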
ERG-DNA inh: inhibitors of human ERG Ets domain-DNA interaction | Potency, µM (doses to about 76.9 µM), inactives show at the highest dose FP activity, negative = inhibition, most hits filed as inhibitors | AID 624246 | fluorescence polarization, His-ERG Ets domain / labelled DNA | 0.028% of 370,000 active; active = well fitted inhibition curve with a large enough effect in the polarisation, with a control signal flat; inconclusive = small, poorly fitted or top-dose-only effect, or effect the other way, or a change in a side signal; inactive = no such curve, though single readings can be large or run the other way; the % refers to the polarisation;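 note: polarization taken with two DNA probes labelled with fluorescein and Texas red; potency is the fitted concentration of half-maximal effect; % of control where 0% means no effect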
Target sequence (P11308 whole entry, looked up, the tested form may be a part): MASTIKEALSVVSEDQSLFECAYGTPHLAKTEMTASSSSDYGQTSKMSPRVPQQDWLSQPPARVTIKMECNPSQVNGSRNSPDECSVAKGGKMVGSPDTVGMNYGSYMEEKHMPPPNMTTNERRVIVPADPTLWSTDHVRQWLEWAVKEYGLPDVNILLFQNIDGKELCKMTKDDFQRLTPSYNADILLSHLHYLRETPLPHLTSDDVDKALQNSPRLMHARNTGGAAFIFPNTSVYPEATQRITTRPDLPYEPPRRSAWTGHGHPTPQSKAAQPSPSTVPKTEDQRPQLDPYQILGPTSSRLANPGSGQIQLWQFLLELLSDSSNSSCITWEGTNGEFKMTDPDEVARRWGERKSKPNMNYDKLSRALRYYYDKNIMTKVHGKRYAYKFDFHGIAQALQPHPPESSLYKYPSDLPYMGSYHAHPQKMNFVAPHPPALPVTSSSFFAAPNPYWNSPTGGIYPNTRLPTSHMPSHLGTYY
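His-tagged ERG Ets domain (1 uM in the protein solution; 300mM KCl, 50mM Tris-HCl, 1mM EDTA, 1mM DTT, pH 7.5) received compound, then a probe mix of 5 nM fluorescein-DNA and 100nM Texas-615-DNA. Fluorescence polarization was read for both dyes.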
Vif-APOBEC3F blk: inhibitors of Vif-A3F interaction. HeLa A3F-eYFP + Vif (tagged APOBEC3F with the HIV-1 protein that degrades it), YFP fluorescence increase. Potency, µM (top dose mostly 46.1 µM), inactives show top-dose activity, negative = active. 0.2% of 390,000 active; note: potency is the fitted concentration of half-maximal effect; % of control where 0% means no effect; nearly all actives have a fitted effect of over 65% in size
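Fluorescence increase (Ex 488/Em 500-530) after overnight compound treatment at 37 deg C flags inhibition of Vif-driven A3F-eYFP loss in stable HeLa A3F-eYFP/Vif cells seeded overnight beforehand.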
RGS4 inhibitor: inhibitors of human regulator of G protein signaling 4; Potency, µM (titrated, usually from 114 µM), inactives show top-dose activity change, negative = inhibition, usual class: inhibitors; Transcreener GDP fluorescence polarization, RGS4-accelerated GTP hydrolysis; 0.039% of 390,000 active; AID 504845; P49798; note: potency is the fitted concentration of half-maximal effect; % is set by controls: 0 for no effect and ±100 for the full control effect; nearly all actives have a fitted effect of over 75% in size; some results filed as inactive show a strong effect at the top dose
Target sequence (P49798 whole entry, looked up): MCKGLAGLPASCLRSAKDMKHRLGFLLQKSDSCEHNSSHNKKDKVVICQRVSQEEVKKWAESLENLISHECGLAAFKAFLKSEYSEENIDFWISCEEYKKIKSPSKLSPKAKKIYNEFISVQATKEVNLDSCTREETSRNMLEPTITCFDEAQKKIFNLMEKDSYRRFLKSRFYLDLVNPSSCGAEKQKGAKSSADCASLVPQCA
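MLSMR compounds (23 nl, pin-transferred) preincubated 10 min at room temperature with a 500nM (2x) first reagent, then RGS4 at 900nM (2x) plus Transcreener GDP mix added; fluorescence polarization (620/688 nm) read before and after 90 min at 30 °C.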
ALOX12 inh: blocks human arachidonate 12S-lipoxygenase. AID 1671190. purified 12hLO, xylenol orange hydroperoxide absorbance. P18054. 1.1% of 580,000 active. Potency, µM (series often up to 108 µM), for inactives: at the top dose activity change, negative = inhibition, actives largely listed as inhibitors; note: potency is the fitted concentration of half-maximal effect; % is set by controls: 0 for no effect and ±100 for the full control effect
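Hydroperoxide product was detected by ferrous iron/xylenol orange as the 573 to 405 nm absorbance ratio. Arachidonic acid at 40 uM (final) was turned over for 30 min at room temperature by 150 nM human 12hLO, pH 7.0 Hepes buffer, after 15 min compound preincubation.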
D2 antag: antagonists of human D2 dopamine receptor; P14416; inhibition, % at 10 µM; AID 485344; HEK293 TREx D2 cells, calcium flux, dopamine EC80; 2% of 340,000 active; in the data active = inhibition above about 30%; note: 0% is about no effect
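HEK293 T-REx D2 cells, tet-induced, calcium dye no-wash. Cpd pintool add, 180 s kinetic, then EC80 DA, 180 s kinetic. Ca flux read.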
The depositor's hits bear a star; ? = inconclusive; . = no result given; [ ] = dose if it differs, or a comment. Unless noted, calls come from the whole dose curve; as a rule, active = well fitted curve in the direction sought with a large enough effect; inconclusive = small, poorly fitted or top-dose-only effect, or another doubt; inactive = no such curve, though single readings can be large; an effect the other way counts as inactive or inconclusive.

1: COc1ccc(C(=O)Nc2n[nH]c(-c3ccncc3)n2)cc1
2: Cc1ccc(S(=O)(=O)C(CNC(=O)c2ccccc2F)c2cccs2)cc1 (centres undefined)
3: COc1ccc(C(=O)Nc2nnc(Cc3cccs3)s2)cc1OC
4: OCCNNC(=S)NC1CC2C=CC1C2 (centres undefined)
5: O=C1N=c2ccccc2=C1c1sc(=S)n(-c2ccc(O)cc2)c1O
6: C=CCOc1ccc(/C(O)=C2/C(=O)C(=O)N(CCCN3CCOCC3)C2c2ccccc2)cc1 (centres undefined)
7: COc1ccc(N=Cc2cc(Cl)ccc2O)cc1Cl
8: CN(C(=O)c1ccc2c(c1)C(=O)N(CCC1=CCCCC1)C2=O)C1CCCCC1
9: O=C(COC(=O)c1ccccc1Nc1ccccc1)NCc1ccccc1Cl
10: Cc1cccc(-c2nc(CN3CCCC(C(=O)NCCc4ccc(Cl)cc4)C3)c(C)o2)c1 (centres undefined)
screen / no.,1,2,3,4,5,6,7,8,9,10
LDHA inh,-4,-7,0,-12,-4,-4,2,2,-2,3
RGS4 inhibitor,-22%,9%,-27%,2%,-16%,-29%[11.4 µM],-1%,10%,7%,-9%
ERG-DNA inh,-7%,-4%,-6%,-7%,14%,6%,7%,2%,2%,-3%
Vif-APOBEC3G blk,-2%,-1%,-14%,1%,2%,4%,-1%,2%,-1%,-2%
ALOX12 inh,24%,1%,2%,0%,7%,-11%,-1%,1%,-11%,?
GRP78 ERSR act,-2%,1%,0%,-4%,0%,8%,-5%,1%,-10%,-4%
D2 agonist,-0.7,0.4,1.6,-1.0,-0.2,.,0.9,0.0,-0.3,.
Vif-APOBEC3F blk,0%,2%,5%,1%,-2%,6%,-24%,-1%,-8%,-4%
D2 antag,1,.,6,9,-13,.,4,11,-4,.

11: O=C(NC(=S)NC1CCS(=O)(=O)C1)c1cccc([N+](=O)[O-])c1 (centres undefined)
12: COc1cc(/C=C2/C(=O)N(c3ccc(C)c(C)c3)N=C2C)cc([N+](=O)[O-])c1O
13: CCOC(=O)N1CCN(Cc2nc(CC3CC3)no2)CC1
14: Cc1ccc(S(=O)(=O)c2c(N)n(NC(=O)C3CC3)c3nc4ccccc4nc23)cc1
15: COc1ccc(CCNC(=O)C(=O)NN=C2CCCCCCC2)cc1OC
16: COc1cc2c[n+](C)c3c4ccccc4ccc3c2cc1OC
17: COc1cc(S(=O)(=O)N2CCOCC2)c(OC)c(S(=O)(=O)N2CCOCC2)c1
18: O=C1[C@H]2[C@@H](c3ccccc3)N[C@]3(CCCN(Cc4ccc(C(F)(F)F)cc4)C3=O)[C@H]2C(=O)N1Cc1ccccc1
19: CCOC(=O)C1CCN(Cc2nc3ccccc3c(=O)n2-c2ccc(OCC)cc2)CC1
20: O=C(NC1(C(F)(F)F)NC(=O)N(Cc2cccnc2)C1=O)c1ccncc1 (centres undefined)
screen / no.,11,12,13,14,15,16,17,18,19,20
LDHA inh,1,0,-6,2,-4,-8,-13,4,6,-8
RGS4 inhibitor,-23%,1%,-1%,-16%,-2%,-11%,26%,.,25%,-12%
ERG-DNA inh,-6%,-12%,-16%,2%,-7%,.,.,.,-1%,.
Vif-APOBEC3G blk,0%,-1%,-2%,-6%,2%,-17%,0%,0%,0%,-3%
ALOX12 inh,?,?,19%,?,187%[activator],-22%,-10%,-49%,-2%,-1%
GRP78 ERSR act,-3%,6%,-3%,-1%,-3%,14%,4%,-2%,-5%,-5%
D2 agonist,-0.9,-1.3,-1.1,-2.0,-0.2,.,.,.,0.5,1.2
Vif-APOBEC3F blk,3%,-7%,14%,-6%,-2%,-17%,-2%,-6%,-3%,0%
D2 antag,9,-5,19,20,-4,.,.,.,12,25

Three of the entries above in order of their number in RGS4 inhibitor, largest number first.
| No. | structure | RGS4 inhibitor |
| --- | --- | --- |
| 16 | COc1cc2c[n+](C)c3c4ccccc4ccc3c2cc1OC | -11% |
| 14 | Cc1ccc(S(=O)(=O)c2c(N)n(NC(=O)C3CC3)c3nc4ccccc4nc23)cc1 | -16% |
| 11 | O=C(NC(=S)NC1CCS(=O)(=O)C1)c1cccc([N+](=O)[O-])c1 (centres undefined) | -23% |

The listing continues.
21: COc1ccc(S(=O)(=O)N2CCC(C(=O)NCCC(=O)NCc3ccccc3OC)CC2)cc1
22: O=C(OCc1ccc(COC(=O)c2cccnc2Cl)cc1)c1cccnc1Cl
23: CCC(C)NC(=O)c1c(F)c(F)c(F)c(F)c1F (centres undefined)
24: O=C(/C=C/c1ccccc1F)c1cccc([N+](=O)[O-])c1
25: COC(=O)[C@@H]1C2CCC(C(=O)Nc3ccccc3)(CC2)[C@@H]1C(=O)OC
26: CCOC(=O)c1c(C)[nH]c(-c2csc(N)n2)c1C
27: CC(C)C[C@@H](CN)NC(=O)c1nc[nH]c1C(=O)N[C@@H](Cc1ccccc1)C(=O)CNC[C@H](C)NC(=O)c1nc[nH]c1C(=O)N[C@@H](CC(=O)O)C(=O)O
28: Cc1ccc(NCC(=O)c2ccc(C)cc2)cc1
29: Cc1ccc(C(=O)N2CCN(CCc3ccncc3)CC2)cc1
30: O=C(CCNS(=O)(=O)c1cccc(Cl)c1)OCC(=O)N1CCN(C(=O)c2ccco2)CC1
screen / no.,21,22,23,24,25,26,27,28,29,30
LDHA inh,-2,-9,-10,3,-8,10,2,0,-4,-5
RGS4 inhibitor,-9%,-16%,12%,?,-3%,-47%,-23%,-26%,-3%,-36%
ERG-DNA inh,2%,19%,1%,-3%,0%,-2%,-5%,6%,-4%,-1%
Vif-APOBEC3G blk,2%,0%,0%,-17%,0%,?,6%,4%,-1%,-1%
ALOX12 inh,21%,-9%,6%,-7%,0%,?,19%,0%,-20%,92%
GRP78 ERSR act,-3%,1%,-4%,-9%,-1%,9%,-4%,6%,-2%,3%
D2 agonist,0.7,2.4,0.1,-2.0,0.6,0.0,.,0.2,1.6,0.7
Vif-APOBEC3F blk,-1%,4%,-7%,0%,2%,-13%,7%,?,1%,6%
D2 antag,-4,6,-2,0,-14,2,.,11,.,-4

Entries listed so far with an NH in an aromatic ring, in the order listed:
1: COc1ccc(C(=O)Nc2n[nH]c(-c3ccncc3)n2)cc1
26: CCOC(=O)c1c(C)[nH]c(-c2csc(N)n2)c1C
27: CC(C)C[C@@H](CN)NC(=O)c1nc[nH]c1C(=O)N[C@@H](Cc1ccccc1)C(=O)CNC[C@H](C)NC(=O)c1nc[nH]c1C(=O)N[C@@H](CC(=O)O)C(=O)O
screen / no.,1,26,27
LDHA inh,-4,10,2
RGS4 inhibitor,-22%,-47%,-23%
ERG-DNA inh,-7%,-2%,-5%
Vif-APOBEC3G blk,-2%,?,6%
ALOX12 inh,24%,?,19%
GRP78 ERSR act,-2%,9%,-4%
D2 agonist,-0.7,0.0,.
Vif-APOBEC3F blk,0%,-13%,7%
D2 antag,1,2,.

Another view of part of the listing above.
| cpd | structure | LDHA inh | RGS4 inhibitor | ERG-DNA inh | Vif-APOBEC3G blk | ALOX12 inh | GRP78 ERSR act | D2 agonist | Vif-APOBEC3F blk | D2 antag |
| --- | --- | --- | --- | --- | --- | --- | --- | --- | --- | --- |
| 21 | COc1ccc(S(=O)(=O)N2CCC(C(=O)NCCC(=O)NCc3ccccc3OC)CC2)cc1 | -2 | -9% | 2% | 2% | 21% | -3% | 0.7 | -1% | -4 |
| 22 | O=C(OCc1ccc(COC(=O)c2cccnc2Cl)cc1)c1cccnc1Cl | -9 | -16% | 19% | 0% | -9% | 1% | 2.4 | 4% | 6 |

Next part:
31: Cc1ccc(S(=O)(=O)N(C)C)cc1NC(=O)CCNC(=O)c1ccccc1Cl
32: Cc1ccc(-n2ncc(C(=O)N3CCN(c4ccccn4)CC3)c2C2CCN(C(=O)OC(C)(C)C)CC2)cc1C
33: CCOC(=O)c1cc(CC)sc1NC(=O)c1cc(OCC)c(OCC)c(OCC)c1
34: COc1ccc(CN(C(=O)CCC(=O)N2CCCCC2)c2nccs2)cc1OC
35: O=C(N[C@@H](Cc1ccccc1)C(=O)OCC(=O)N1CCOCC1)c1cccs1
36: O=C(NNC(=S)NC(=O)c1cccs1)c1cccnc1
37: CC1=C(C(=O)N2CCOCC2)CC(CC(=O)NCCN2CCOCC2)C(=O)N1Cc1ccc(F)cc1 (centres undefined)
38: CCCCn1c(N)c(N(CCC(C)C)C(=O)CSc2nc3ccccc3n2C)c(=O)[nH]c1=O
39: COCCNC(=O)/C(C#N)=C/c1c(N2CCCCCC2)nc2c(C)cccn2c1=O
40: COc1ccc(N(CC(=O)N2CCN(C)CC2)S(=O)(=O)c2ccccc2)cc1OC
screen / no.,31,32,33,34,35,36,37,38,39,40
LDHA inh,-3,-1,0,-13,0,3,-2,-8,-5,0
RGS4 inhibitor,-11%,1%,?,-9%,6%,?,.,?,-6%,-14%
ERG-DNA inh,0%,8%,1%,-8%,6%,12%,.,18%,6%,-2%
Vif-APOBEC3G blk,0%,-1%,-4%,1%,-3%,1%,1%,-6%,-1%,1%
ALOX12 inh,-14%,-16%,-2%,2%,1%,6%,2%,-18%,0%,0%
GRP78 ERSR act,-1%,-2%,2%,3%,-2%,2%,-6%,-3%,-2%,-5%
D2 agonist,-1.5,0.6,1.0,0.4,-0.2,0.3,.,.,0.3,-0.1
Vif-APOBEC3F blk,0%,4%,-14%,-1%,-7%,9%,-4%,1%,-1%,-2%
D2 antag,-20,.,6,-13,2,1,.,.,10,11

The list is partial (hit frequency here may not be typical).
